LGR2 inh – inhibitors of bursicon-induced LGR2 CRE-luciferase signal, primary screen, cell-based, HEK293, CRE-luciferase reporter, bursicon stimulation. Drosophila bursicon receptor LGR2 (rickets). bursicon-stimulated, 4 h. inhibition, % at 9.99 µM. 380,000 tested, 0.35% active;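 active means drop in luminescence signal, shown as inhibition above about 50% in the replicate tests, limit read from the data, passing the limit was not always enough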;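 further: agonist challenge used bursicon conditioned medium at about half maximal strength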
PGC1a acetyl inh – inhibitors of PGC1a acetylation signal, primary screen, cell-based, U2OS, AlphaScreen, inhibitor mode. AlphaScreen anti-acetyl-lysine; with virally co-expressed GCN5 acetyltransferase. inhibition, % at 15.6 µM. 350,000 tested, 0.17% active. AID 651687, 2012;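 active means every replicate shows inhibition of at least 40%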;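 further: 0% = neutral control wells and 100% = positive control wells; some results beyond the cut were filed as inactive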
SIRT5 inh – SIRT5 desuccinylase inhibitors, primary screen, biochemical, fluorescence imaging, single point, set 5; 330,000 tested, 1.1% active; inhibition, % at 15 µM; NAD-dependent protein deacylase sirtuin-5, mitochondrial (Homo sapiens), Q9NXA8; Purified SirT5, succinyl-peptide AMC, trypsin-coupled fluorescence; in the data active means inhibition above about 15%
Target sequence (Q9NXA8 whole entry, looked up): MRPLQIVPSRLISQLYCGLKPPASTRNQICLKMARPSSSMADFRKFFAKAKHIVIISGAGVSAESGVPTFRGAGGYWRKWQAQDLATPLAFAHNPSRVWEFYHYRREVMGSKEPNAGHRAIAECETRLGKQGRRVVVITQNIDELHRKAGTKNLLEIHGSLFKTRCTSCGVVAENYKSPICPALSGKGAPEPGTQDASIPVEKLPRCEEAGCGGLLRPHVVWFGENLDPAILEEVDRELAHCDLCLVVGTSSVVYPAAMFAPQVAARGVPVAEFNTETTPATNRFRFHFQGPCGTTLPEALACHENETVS
S100A4 MyoIIA – inhibitors of S100A4-myosin IIA peptide binding, primary screen, biochemical, fluorescence polarization, TAMRA-MyoIIA peptide | AID 652163, 2013 | Protein S100-A4 (Homo sapiens), P26447 | inhibition, % at 10.7 µM | 360,000 tested, 0.14% active;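 active means mean inhibition of at least 70% across replicates, with every replicate also reaching that level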
Target sequence (P26447 whole entry, looked up): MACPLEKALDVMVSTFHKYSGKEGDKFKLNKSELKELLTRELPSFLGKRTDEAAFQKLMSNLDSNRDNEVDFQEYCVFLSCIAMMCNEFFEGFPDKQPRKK
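assay system = human S100A4 monomer with TAMRA-labelled myosin IIA peptide | also added = labelled myosin peptide probe, 5 nM | incubation = 5 min between mix addition and reading | control set = DMSO and TFP controls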
Statin myotox sup – suppressors of statin myotoxicity in C2C12 myotubes, primary screen, cell-based, single point, plate reader. rescue of ATP level, % at 7.49 µM. 330,000 tested, 0.78% active. C2C12 myotubes + simvastatin, ATP luminescence, 48 h; scaled: DMSO 0, geranylgeraniol control 100;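 active means mean ATP rescue above about 67%, or every replicate alone reaching that limit, limit read from the data, passing the limit was not always enough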;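 further: myotubes were challenged with 10 µM simvastatin during compound exposure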
Cneo AK release – Cryptococcus neoformans cell lysis inducers, primary screen, AK release luminescence, single concentration; 360,000 tested, 0.2% active; AID 651654, 2012; C. neoformans lysis, adenylate kinase release luminescence, 4 h; normalised: neutral wells 0, clomiphene wells 100; lysis activity, % at 15 µM;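 active means mean lysis activity across replicates of at least 80%, whatever share of replicates individually reach that level; inactive means mean lysis activity below 80%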
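Material – log-phase Cryptococcus neoformans yeast cells · Input – 5 × 10^6 yeast cells/mL · Medium – fresh YPD growth medium · Doses – single compound concentration per well · Timing – static 4 h at 37 °C with compound, 1 h detection · Detection – adenylate kinase release luminescence · Read-out – signal increase indicating cell lysis · Control set – Clomiphene as positive lysis control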
Xi reactivation – activators of inactive X chromosome reactivation, primary screen, imaging, XiGFP fibroblasts, GFP high-content imaging, set 2. XiGFP mouse fibroblasts, % GFP-positive cells imaging, 3 d; cells co-treated with 5-aza-dC sensitizer; scaled so ellipticine positive control = 100%. activation, % at 7.58 µM. 360,000 tested, 0.055% active;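 active means mean normalized replicate activation at least 10% and every replicate at or above 10%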;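 further: 0% = median of on-plate neutral control wells and 100% = ellipticine 6 µM median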
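Assay system: SV40-immortalized XiGFP fibroblast cells, line 68-5-11; buffer or medium: DMEM plus 5-aza-dC sensitizer; compound: one concentration, pinned; timing: compounds 3 days, fix/stain 15 min at room temperature; benchmarks: positive control ellipticine, 6 µM final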
ERAP1 inh – human ERAP1 aminopeptidase inhibitors, primary screen, biochemical, single point, plate reader; AID 652197, 2013; inhibition, % at 10.7 µM; Endoplasmic reticulum aminopeptidase 1 (Homo sapiens), Q9NZ08; recombinant ERAP1, Leu-AMC fluorescence, 60 min; 340,000 tested, 0.15% active;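 active means mean replicate inhibition of at least 30%, or all replicates individually reaching that 30% level; inactive means mean below 30% and not every replicate reaching it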;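 further: 0% = neutral control wells and 100% = L-leucinethiol positive control wells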
The depositor's hits bear a star; x = no result given.

SMILES	LGR2 inh	PGC1a acetyl inh	SIRT5 inh	S100A4 MyoIIA	Statin myotox sup	Cneo AK release	Xi reactivation	ERAP1 inh
Cc1ccc(C(=O)N/C(N)=N/c2nc3ccccc3o2)cc1	-20	x	-9	-4	-28	3	x	2
COc1cccc(-c2cnc3c(c2)C(=O)N([C@H](C)CO)C[C@@H](C)[C@H](CN(C)Cc2ccc(F)cc2)O3)c1	-15	x	-4	-4	9	-6	-1.1	0
COc1cccc(C(=O)Nc2ccc3c(c2)OC[C@@H](C)N(CCc2ccccc2)C[C@H](C)[C@@H](OC)CN(C)C3=O)c1	27	-5	12	-6	6	9	0.3	1
C=CCO[C@H]1CN(C(=O)OC)[C@@H](c2ccccc2Br)C[C@H]1OCC=C	13	x	-2	-1	x	x	1.0	0
O=C1NN=C(c2ccc(Cl)cc2)CC1c1cccc(Br)c1 (centres undefined)	14	6	2	2	x	x	0.0	5
CC(C)C#Cc1ccc([C@@H]2[C@H]3CN(C(=O)NC(C)C)CCCCN3[C@H]2CO)cc1	15	4	x	x	x	1	0.0	x
COc1cccc(C2c3[nH]c4ccccc4c3C[C@H]3C(=O)N(c4ccccc4C(=O)N4CCC(C(=O)O)CC4)C(=O)N23)c1 (some centres undefined)	-51	8	-1	3	8	-2	x	5
COc1ccc(NS(=O)(=O)c2ccc(NC(C)=O)cc2)c(OC)c1	-17	8	3	8	x	x	0.0	7
O=C1NC(c2ccccc2)=NC1(NS(=O)(=O)c1ccc(Cl)cc1)C(F)(F)F (centres undefined)	-24	0	x	x	4	-3	0.0	x
Cc1noc(C)c1NC(=O)N(C)C[C@H]1Oc2ccc(NC(=O)NC3CCCCC3)cc2CC(=O)N([C@@H](C)CO)C[C@@H]1C	-4	6	-2	1	-11	-2	3.3	0
CN(CC(=O)Nc1ccccc1Cl)C(=O)Cn1nnc(-c2ccc(F)cc2)n1	12	-2	-2	-1	-4	-3	0.3	-7
Cc1cc(C)cc(N(CC(=O)NC(C)C)C(=O)CCC(=O)Nc2ccccn2)c1	22	1	11	-5	4	0	-0.1	0
CCCC(=O)n1nc(-c2ccc(C)cc2)nc1NCc1ccco1	-111	2	-1	-5	x	0	0.1	1
C[C@H](CO)N1C[C@H](C)[C@@H](CN(C)S(C)(=O)=O)OCCCC[C@H](C)Oc2ccc(NC(=O)CCCN(C)C)cc2C1=O	-7	-6	2	3	5	0	-0.8	-3
CN1[C@H](C(=O)NCCN2CCCC2)[C@@H](CO)[C@@H]2Cn3c(ccc(/C=C/c4ccccc4)c3=O)[C@@H]21	4	0	-56	3	x	x	0.0	2
O=C(C1=C(O)C(=O)N(CCCn2ccnc2)C1c1cccc(Br)c1)c1ccco1 (centres undefined)	-8	x	-1	-3	x	-8	0.1	2
C/C(=C\C(=O)c1ccccc1)NNC(=O)c1ccc(Cl)cc1	-4	19	1	26	-16	-3	0.0	3
C[C@H]1CN([C@@H](C)CO)C(=O)c2cccc(NS(=O)(=O)c3ccc(Cl)cc3)c2O[C@@H]1CN(C)S(=O)(=O)c1ccc(F)cc1	-15	0	x	x	21	0	0.9	x
Cc1c(C(=O)N2CCN(Cc3ccccc3)CC2)oc2c1C(=O)CC(C)(C)C2	-5	1	-3	-2	6	-3	-0.2	0
CCCn1nnc(NC(=O)c2ccc(Cl)cc2Cl)n1	-12	14	-8	5	3	1	x	-1
O=S1(=O)c2ccc(Br)cc2N2CCC[C@@H]2CN1Cc1ccccc1	-2	x	-4	-15	-65	-2	0.7	x
COc1ccc(OC)c(C2C(C(=O)c3ccco3)=C(O)C(=O)N2Cc2cccnc2)c1 (centres undefined)	18	x	-1	2	2	-1	0.2	9
Cc1nc(SCc2ccc(F)cc2)c([N+](=O)[O-])[nH]1	-12	x	6	1	x	-2	0.1	0
O=C(c1ccc(NS(=O)(=O)c2ccc3[nH]c(=O)[nH]c3c2)cc1)N1CCCC(C(F)(F)F)C1 (centres undefined)	-2	x	-4	11	x	x	-0.1	-10
COc1ccc(NS(=O)(=O)c2cccc(C(=O)NCC(c3ccc(OC)cc3)N3CCCC3)c2)cc1 (centres undefined)	-8	x	1	4	x	x	0.0	-1

Shown as comma-separated lines: entries from further up.
Molecule,LGR2 inh,PGC1a acetyl inh,SIRT5 inh,S100A4 MyoIIA,Statin myotox sup,Cneo AK release,Xi reactivation,ERAP1 inh
CN1[C@H](C(=O)NCCN2CCCC2)[C@@H](CO)[C@@H]2Cn3c(ccc(/C=C/c4ccccc4)c3=O)[C@@H]21,4,0,-56,3,x,x,0.0,2
O=C(C1=C(O)C(=O)N(CCCn2ccnc2)C1c1cccc(Br)c1)c1ccco1 (centres undefined),-8,x,-1,-3,x,-8,0.1,2
C/C(=C\C(=O)c1ccccc1)NNC(=O)c1ccc(Cl)cc1,-4,19,1,26,-16,-3,0.0,3
C[C@H]1CN([C@@H](C)CO)C(=O)c2cccc(NS(=O)(=O)c3ccc(Cl)cc3)c2O[C@@H]1CN(C)S(=O)(=O)c1ccc(F)cc1,-15,0,x,x,21,0,0.9,x
Cc1c(C(=O)N2CCN(Cc3ccccc3)CC2)oc2c1C(=O)CC(C)(C)C2,-5,1,-3,-2,6,-3,-0.2,0
CCCn1nnc(NC(=O)c2ccc(Cl)cc2Cl)n1,-12,14,-8,5,3,1,x,-1
O=S1(=O)c2ccc(Br)cc2N2CCC[C@@H]2CN1Cc1ccccc1,-2,x,-4,-15,-65,-2,0.7,x
COc1ccc(OC)c(C2C(C(=O)c3ccco3)=C(O)C(=O)N2Cc2cccnc2)c1 (centres undefined),18,x,-1,2,2,-1,0.2,9
Cc1nc(SCc2ccc(F)cc2)c([N+](=O)[O-])[nH]1,-12,x,6,1,x,-2,0.1,0
O=C(c1ccc(NS(=O)(=O)c2ccc3[nH]c(=O)[nH]c3c2)cc1)N1CCCC(C(F)(F)F)C1 (centres undefined),-2,x,-4,11,x,x,-0.1,-10
COc1ccc(NS(=O)(=O)c2cccc(C(=O)NCC(c3ccc(OC)cc3)N3CCCC3)c2)cc1 (centres undefined),-8,x,1,4,x,x,0.0,-1

The list continues:
SMILES	LGR2 inh	PGC1a acetyl inh	SIRT5 inh	S100A4 MyoIIA	Statin myotox sup	Cneo AK release	Xi reactivation	ERAP1 inh
COc1ccc(NC(=O)Cc2nnc(SCC(=O)NC3CCCCC3C)n2C)cc1 (centres undefined)	1	-7	11	-18	-4	-2	0.3	2
CN(C(=O)c1cccc(NC(=O)Cc2ccc(NC(=O)C3CCCN(C(=O)CCc4ccccc4)C3)cc2)c1)C1CCCC1 (centres undefined)	16	-1	-1	-1	-29	1	0.2	14
Cn1cnc(CCNC(=O)[C@@H]2[C@@H](CO)[C@@H]3Cn4c(cccc4=O)[C@@H]3N2C(=O)Nc2ccccc2)c1	0	x	0	6	-4	-2	0.1	-3
COc1ccc(NC(=O)CN(C)CC(=O)Nc2cccc(C(C)=O)c2)cc1	-7	3	-3	1	-13	1	0.3	-6
COc1ccc(C(=O)Nc2cccc(S(=O)(=O)NC3=NCCCCC3)c2)cc1	-9	x	0	-5	1	3	0.3	-3
CC(C)C[C@@H](CN1CCC[C@@H]1CN1C(=S)NC[C@@H]1Cc1ccc(O)cc1)N1C[C@H](Cc2ccc(O)cc2)N(CCc2ccccc2)C1=S	17	-10	-3	4	3	2	0.1	x
COc1ccccc1CN1C[C@@H](C)[C@@H](OC)CN(C)C(=O)c2cc(NC(C)=O)ccc2OC[C@@H]1C	-4	5	2	-5	-7	50	0.2	x
CCc1c(C(=O)Nc2nnc(C3CC3)s2)csc1C	-19	1	-4	-4	31	x	x	0
CCCCc1nnc(NC(=O)CSCc2cc(=O)n3ccsc3n2)s1	10	-7	3	-1	20	1	0.0	2
CCCCOc1ccc(CN=C(N)N)cc1Cl	2	x	-4	-10	x	x	0.0	2
Cc1cccc(C)c1Cn1c(C)c(C(=O)NCc2ccccc2C(F)(F)F)sc1=O	6	x	x	4	17	0	-0.1	x
C[C@H]1CN([C@@H](C)CO)S(=O)(=O)c2ccc(C#CC3CCCC3)cc2O[C@@H]1CN(C)C(=O)Nc1cc(F)ccc1F	0	8	20*	-43	-10	-2	0.4	-4
NS(=O)(=O)c1ccc(NC(=O)COC(=O)CNC(=O)C23CC4CC(CC(C4)C2)C3)cc1	10	-2	-1	-1	10	-1	0.1	2
C[C@@H]1CN([C@@H](C)CO)C(=O)c2cc(C#CC3(O)CCCC3)cnc2O[C@@H]1CN(C)C(=O)C1CCC1	3	7	3	3	18	-1	-0.5	0
NNC(=O)C1CCCN1S(=O)(=O)c1ccc(Cl)cc1 (centres undefined)	-3	-2	9	7	3	x	0.3	-4
CCSc1nnc(NC(=O)c2cc(-c3ccccc3O)n[nH]2)s1	-4	0	x	4	4	2	0.0	-3
O=C(O)c1c(C(=O)O)c(-c2ccc(Br)cc2)n2c1CSC2	4	2	-5	0	15	0	0.0	1
CC12CCC(=O)N1C(C(=O)Nc1cc(Cl)ccc1N1CCOCC1)CS2 (centres undefined)	28	4	-1	-1	x	-1	0.0	3
Cc1ccc(CCNC(=O)CCCn2nc(C)c3c(C)n(-c4ccc(C)cc4)nc3c2=O)cc1	4	2	0	-9	-7	13	0.0	0
O=C(O)C1C2CCC(C2)C1C(=O)NCCc1ccccc1 (centres undefined)	5	x	x	0	-6	-3	0.8	0
CN(C)C(=O)COc1ccc2c(-c3ccccc3)cc(=O)oc2c1	-4	x	-1	-3	-1	1	0.1	-4
C[C@@H]1CCCCO[C@@H](CN(C)C(=O)c2ccncc2)[C@@H](C)CN([C@@H](C)CO)C(=O)c2cc(NC(=O)NC3CCCCC3)ccc2O1	-12	5	x	x	x	-1	-0.3	x
Cc1cccc(OCCn2ccnc2)c1	-8	6	x	-2	4	0	0.2	0
C=CCn1c(Oc2cccc(C)c2)nc2c1c(=O)n(C)c(=O)n2C	14	x	-1	-1	9	1	0.0	0
O=C(Cc1cccc(NC(=O)C2CCCN(C(=O)CCc3ccccc3)C2)c1)Nc1cccc(C(=O)N2CCOCC2)c1 (centres undefined)	-3	3	-3	-1	7	-2	x	-5
COC(=O)c1ccc(CNC(=O)c2ccc(OC)c(S(=O)(=O)NC3CC3)c2)cc1	-2	1	-2	-4	-1	-12	0.3	0
O=C(Cn1ccc(C(F)(F)F)n1)N/N=C/c1cccs1	-2	-6	x	x	x	-2	0.2	x

An excerpt (hit frequency here may not be typical).
